High-throughput results as filed in PubChem.
RGS8-Gao: regulators of human RGS8-Galphao interaction; multiplexed bead flow cytometry, RGS8-Galphao binding; actives lie on both sides; response (percent of control binding), % at 10 µM; 220,000 compounds, 0.34% hits; AID 1423; in the data active = response below about 60% or above about 140%; inactive = in between;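 also: Galphao activated as the GDP aluminium fluoride complex binding bead-coupled RGS8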
RGS4-Gao reg: modulates binding of RGS4 to human Galphao; 220,000 compounds, 0.33% hits; Multiplexed bead flow cytometry; actives lie on both sides; AID 1415; P09471; binding response (% of control), % at 10 µM; in the data active = binding response below about 49% or above about 150%; inactive = in between;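 also: fluorescent Galphao activated with aluminum fluoride binding bead-coupled RGS4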
Pf gametocyte: P. falciparum stage V gametocyte viability inhibition. P. falciparum stage V gametocytes, ATP luminescence, 24 h. inhibition, % at 10.9 µM. 150,000 compounds, 0.065% hits. AID 743093;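 active = inhibition above the mean plus 3 SD of compounds within the control limits, set per campaign, cut at about 38% in these data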;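 also: 0% = DMSO wells and 100% = medium only without gametocytes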
ABCB1 inh: blocks JC-1 efflux by human ABCB1 transporter; P08183; CCRF-Adr cells, flow cytometry; inhibition, % at 6.6 µM; 190,000 compounds, 0.067% hits; in the data active = inhibition above about 40%;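 also: 0% = vehicle and 100% = reference inhibitor; higher value means more JC-1 retained so stronger ABCB1 efflux block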
RGS7-Gao: modulates binding of RGS7 to human Galphao; P09471; Multiplexed bead flow cytometry; actives lie on both sides; binding response (% of control), % at 10 µM; 220,000 compounds, 0.35% hits; AID 1439; in the data active = binding response below about 49% or above about 150%; inconclusive = no clear call, values can overlap the other calls; inactive = in between;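 also: fluorescent Galphao held in activated GDP-AlF4 state binding bead-coupled RGS7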
ABCG2 block: blocks JC-1 efflux by human ABCG2 transporter. IgMXP3 cells, flow cytometry. inhibition, % at 6.6 µM. 190,000 compounds, 0.1% hits. Q9UNQ0;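 active = inhibition above 80%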;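 also: 0% = DMSO and 100% = nicardipine control wells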
Target sequence (Q9UNQ0 whole entry, looked up): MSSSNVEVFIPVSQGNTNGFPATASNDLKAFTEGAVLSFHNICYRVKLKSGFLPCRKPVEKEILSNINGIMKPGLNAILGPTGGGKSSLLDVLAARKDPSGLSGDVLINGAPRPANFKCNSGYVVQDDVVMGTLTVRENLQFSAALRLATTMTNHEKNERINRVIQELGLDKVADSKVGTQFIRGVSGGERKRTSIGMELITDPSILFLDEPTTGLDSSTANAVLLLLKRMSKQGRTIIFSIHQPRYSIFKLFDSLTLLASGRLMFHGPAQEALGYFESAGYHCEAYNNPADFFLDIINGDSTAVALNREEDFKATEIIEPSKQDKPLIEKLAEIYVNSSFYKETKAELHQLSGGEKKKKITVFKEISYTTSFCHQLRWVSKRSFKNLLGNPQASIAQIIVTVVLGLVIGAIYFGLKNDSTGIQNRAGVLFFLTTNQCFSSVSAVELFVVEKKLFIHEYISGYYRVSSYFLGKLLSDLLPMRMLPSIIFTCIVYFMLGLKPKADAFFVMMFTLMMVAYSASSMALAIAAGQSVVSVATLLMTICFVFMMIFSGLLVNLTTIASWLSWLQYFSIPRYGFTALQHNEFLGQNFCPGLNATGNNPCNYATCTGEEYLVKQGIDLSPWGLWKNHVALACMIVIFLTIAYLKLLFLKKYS
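Times: 10 min at 25 °C | Test system: Two drug-resistant human cell lines, ABCG2 and ABCB1 | Quantity: 3 million cells/mL final, two lines in 1:1 ratio | Signal: Flow cytometry, 530 nm JC-1 signal | Dosing: Compound at 6.6 µM | Controls: Nicardipine and DMSO wells | Reagent: JC-1 as fluorescent efflux pump substrate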
Mcl1 Noxa PPI: Mcl-1/Noxa interaction inhibition. Q07820. TR-FRET Mcl-1/Noxa peptide binding, 2 h. inhibition, % at 21.7 µM. 220,000 compounds, 1.5% hits;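 active = compounds that cut the protein-peptide binding signal by more than 50% relative to plate controls in a single-dose test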;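 also: His-tagged Mcl-1 with rhodamine Noxa BH3 peptide and terbium anti-His antibody; 0% = Mcl-1 plus Noxa peptide wells and 100% = peptide-only wells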
Target sequence (Q07820 whole entry, looked up): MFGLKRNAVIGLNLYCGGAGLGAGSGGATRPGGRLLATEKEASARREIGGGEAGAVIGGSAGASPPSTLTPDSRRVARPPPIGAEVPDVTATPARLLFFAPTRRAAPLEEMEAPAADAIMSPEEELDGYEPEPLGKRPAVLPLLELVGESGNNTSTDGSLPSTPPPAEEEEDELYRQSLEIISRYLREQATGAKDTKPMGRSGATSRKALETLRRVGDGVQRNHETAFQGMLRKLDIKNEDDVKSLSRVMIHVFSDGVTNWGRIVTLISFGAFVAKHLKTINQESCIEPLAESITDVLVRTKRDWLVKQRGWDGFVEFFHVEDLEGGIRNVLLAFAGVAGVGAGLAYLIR
GSH bead fluor: GSH bead compound fluorescence profile. GSH beads flow cytometry, compound fluorescence 488/530 nm; active compounds read high. fluorescence (KMESF) at 10 µM. 190,000 compounds, 0.25% hits; in the data active = fluorescence above about 89;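 also: glutathione beads carrying GST-tagged Bcl family fusion proteins plus one bare bead set; values are compound well signal with DMSO vehicle wells as background; inactives centre near 16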
Bim-Mcl-1: inhibitors of Bim-Mcl-1 interaction, human. Bead-based flow cytometry, Bim peptide-Mcl-1 binding. AID 1009. inhibition, % at 10 µM. 190,000 compounds, 0.1% hits; in the data active = inhibition above about 40%;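 also: 0% = no compound tracer wells and 100% = peptide blocker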
Avidin fluor: avidin bead compound fluorescence profile; fluorescence (KMESF) at 10 µM; 220,000 compounds, 0.38% hits; Avidin beads, compound fluorescence 488/530 nm, flow cytometry; active compounds read high; AID 1775; in the data active = fluorescence above about 47; also: inactives centre near 10
Mcl1 Bid PPI: Mcl-1/Bid interaction inhibition; AID 1021; TR-FRET Mcl-1/Bid-Dy647 peptide binding, 1536-well; inhibition, % at 21.7 µM; 220,000 compounds, 0.97% hits;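 active = compounds that cut the binding signal by more than half at the single screening dose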;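 also: His-tagged Mcl-1 with europium anti-His antibody binding Bid BH3 peptide; 0% = Mcl-1 plus peptide wells and 100% = peptide-only wells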
Numbers without * were called inactive; ? = inconclusive; nt = no result given. Hits appear at their usual frequency; any-hit rate near 3.3%.

SMILES	RGS8-Gao	RGS4-Gao reg	Pf gametocyte	ABCB1 inh	RGS7-Gao	ABCG2 block	Mcl1 Noxa PPI	GSH bead fluor	Bim-Mcl-1	Avidin fluor	Mcl1 Bid PPI
CCOC(=O)C(NC(C)=O)C(=O)Nc1ccc(OC)cc1 (stereo not given)	102	99	16	-1.1	103	0	6	24	1	10	-12
Cc1cccc(NC(=O)c2c(O)c3cccc4c3n(c2=O)CCC4)n1	98	95	nt	0.2	94	1	-7	5	-4	8	-4
Cc1cc(-c2ccccc2)nc(N/N=C/c2ccc([N+](=O)[O-])cc2)n1	102	101	5	2.1	99	24	41	15	-2	13	1
COc1ccc(-c2nnn(CC(=O)NCCc3c[nH]c4ccccc34)n2)cc1OC	112	112	15	0.4	110	2	-6	25	0	6	-18
COc1cc(CNCCNC(=O)c2nonc2N)ccc1OCc1ccc(Cl)nc1	100	100	-9	0.4	100	2	30	18	0	11	-15
c1ccc(Cc2nc3ccccc3o2)cc1	102	104	17	0.5	104	3	5	50	-2	9	19
NC(=O)c1ccc(C(F)(F)F)n(Cc2ccccc2Cl)c1=O	100	101	-11	0.7	97	34	-2	37	-1	13	9
Cc1nc([N+](=O)[O-])c(NCCCO)n1Cc1ccccc1	99	97	-2	14	88	0	8	19	-3	6	-23
CCOc1cc(/C=N/Nc2cccc(C(=O)O)c2)ccc1OC(=O)c1ccccc1	101	97	-7	-1.1	100	-3	30	13	0	10	1
O=C(CN1CCN(c2nc(-c3ccccc3)cs2)CC1)NCc1ccc2c(c1)OCO2	100	99	nt	0.9	101	3	7	26	-4	11	-17
CCOc1ccc(N=CC2=C(O)CC(c3ccco3)CC2=O)cc1 (stereo not given)	102	100	17	0.2	102	2	7	8	-1	15	-58
N#CNC(=Nc1ccccc1F)SCc1ccc(C(=O)O)cc1	106	106	-21	-0.2	107	0	29	10	0	6	21
CC(C)=NOC(=O)c1ccc(-c2ccccc2)cc1	101	99	15	-0.1	102	1	10	8	0	13	-35
CCCCC(OC(=O)c1cc2occc2n1C)C(=O)NCC1CCCO1 (stereo not given)	103	101	-36	0.6	95	1	12	34	-1	15	-32
CCOC(=O)N1CCN(C(=O)c2ccc(NC(=O)c3ccc(C)cc3)cc2)CC1	101	102	-3	0.7	100	35	9	34	-4	14	22
O=C(O)C1CC(O)CN1S(=O)(=O)c1cccs1 (stereo not given)	105	101	nt	-0.6	102	-6	-3	34	-2	14	-22
CCN(CC)CCCNC(=O)c1cc(Sc2nnc(C)s2)nc2ccccc12	106	103	-2	0.1	100	7	-4	12	-4	9	-18
O=c1[nH]c2ccc(S(=O)(=O)N3CCN(c4ccccc4)CC3)cc2[nH]c1=O	103	99	-6	0.4	100	1	15	24	0	11	-24
Cc1n[nH]c(=O)nc1NCc1ccco1	104	103	nt	0.1	102	2	14	42	0	15	-25
CCOC(=O)CSc1nnnn1-c1cc(OC)ccc1OC	97	97	2	0.1	94	0	-3	21	3	5	1

The last four compounds of the section before are carried over, then new ones follow.
SMILES	RGS8-Gao	RGS4-Gao reg	Pf gametocyte	ABCB1 inh	RGS7-Gao	ABCG2 block	Mcl1 Noxa PPI	GSH bead fluor	Bim-Mcl-1	Avidin fluor	Mcl1 Bid PPI
CCN(CC)CCCNC(=O)c1cc(Sc2nnc(C)s2)nc2ccccc12	106	103	-2	0.1	100	7	-4	12	-4	9	-18
O=c1[nH]c2ccc(S(=O)(=O)N3CCN(c4ccccc4)CC3)cc2[nH]c1=O	103	99	-6	0.4	100	1	15	24	0	11	-24
Cc1n[nH]c(=O)nc1NCc1ccco1	104	103	nt	0.1	102	2	14	42	0	15	-25
CCOC(=O)CSc1nnnn1-c1cc(OC)ccc1OC	97	97	2	0.1	94	0	-3	21	3	5	1
C#CCOCCOCCOCCNc1nc(N2CCN(C(=O)[C@H](CCC(=O)O)n3cc(C(N)Cc4ccc(O)cc4)nn3)CC2)nc(N2CCN(C(=O)[C@H](Cc3cc4ccccc4[nH]3)n3cc(C(N)CC(C)C)nn3)CC2)n1 (stereo not given in full)	103	102	nt	-0.1	104	-1	27	18	-4	5	11
CC(=O)C1=C(C)NC(=S)NC1c1cc([N+](=O)[O-])ccc1O (stereo not given)	99	101	-4	nt	?	nt	1	nt	nt	6	-112
Cc1cc(C=O)c(C)n1-c1ccc(N2CCOCC2)c([N+](=O)[O-])c1	99	97	-1	1.0	?	8	1	14	0	10	-34
COC(=O)c1cc2c(-c3ccccc3)cc3ccccn3c-2c1C(=O)OC	104	101	nt	1.6	98	6	-10	67	0	10	-62
O=C1OCCC1Sc1nc2ccccc2n1-c1ccccc1 (stereo not given)	102	102	-26	0.1	105	1	3	5	-2	7	3
CC1CCN(c2ccc(C(=O)NCc3ccc4c(c3)OCO4)cc2[N+](=O)[O-])CC1	98	98	4	0.9	99	6	19	19	-4	12	-5
Cc1[nH]c2ccc(C(=O)OCCN(C)C)cc2c1C	100	98	-5	0.0	98	0	14	33	24	5	-30
COc1ccc(C(=O)OCC(=O)NC(C)(C)C)cc1[N+](=O)[O-]	102	102	12	0.8	101	12	8	6	-6	2	-27
Cc1ccc(NC(=O)/C=C/c2ccc([N+](=O)[O-])s2)cc1	105	98	0	1.0	106	10	17	8	-2	16	-7
O=C1CC(=O)c2c1cccc2[N+](=O)[O-]	100	94	nt	nt	?	nt	101*	nt	nt	8	12
COc1ccc(NC(=O)CSc2nnc(CNc3ccc(F)cc3)o2)c(OC)c1	103	99	8	0.5	99	2	5	48	-4	35	-22
Cc1cc(C)c2cc(C#N)c(SCC(=O)Nc3ccc4c(c3)OCO4)nc2c1	100	102	9	nt	?	nt	-2	nt	nt	10	-15
N=c1sccn1CC(=O)NCCc1ccc(Cl)cc1	99	100	nt	0.3	101	9	24	29	0	12	0
S=c1oc(-c2ccncc2)nn1CCc1ccncc1	94	89	7	0.3	94	2	3	24	0	17	-8
COC(=O)c1cc(COc2ccc3c4c(c(=O)oc3c2)CCCC4)c(C)o1	103	102	nt	0.3	105	2	16	13	0	9	-11
c1ccc(Cn2nnc3c(Nc4ccc5c(c4)OCO5)nc(C4CC4)nc32)cc1	100	99	nt	0.7	96	19	5	31	-1	19	-22
COc1ccc(OC(C)C(=O)Nc2cccnc2)cc1 (stereo not given)	100	103	-29	0.1	99	0	-12	49	0	6	-4
O=C(NC(=S)Nc1ccc(S(=O)(=O)Nc2nccs2)cc1)c1ccc(Br)o1	105	100	-8	-0.8	98	-2	12	17	-7	11	-49
CSc1cccc(NC(=O)Cc2ccccc2[N+](=O)[O-])c1	103	103	3	0.8	?	7	-8	20	-3	10	-29
O=C(Nc1cccc(F)c1)c1ccc2c(c1)OCO2	102	100	-22	0.5	100	4	12	16	-1	7	9
COc1ccccc1OCCC(=O)OCC(=O)Nc1cc(S(=O)(=O)N(C)C)ccc1Cl	101	103	11	-0.3	?	2	17	24	-4	12	-21
Cc1[nH]nc2c1C(C(C)c1ccccc1)C(C#N)=C(N)O2 (stereo not given)	104	104	-5	0.3	105	2	1	28	-1	10	-21
COc1cccc(-n2nnc3c(=O)n(CC(=O)Nc4ccccc4C)cnc32)c1	103	101	nt	1.0	104	2	-14	8	4	11	-24
CCOC(=O)CC1COCCN1Cc1cn(C)nc1-c1ccccc1F (stereo not given)	106	103	-3	0.8	102	0	15	13	-1	12	-37
Cc1ccc(Cn2c(C)nc3c(c2=O)c2nc4ccccc4nc2n3Cc2ccco2)cc1	98	90	-10	1.5	93	2	63*	15	6	19	2
COCCNC(=O)c1ccccc1NS(=O)(=O)c1ccc(Br)s1	103	96	-2	0.1	100	0	21	5	0	8	17
CCC1CCCCN1C(=O)CSc1nc2c([nH]c3ccccc32)c(=O)n1C (stereo not given)	101	102	nt	2.6	100	11	16	15	-6	7	7
C/C(=N\NC(=O)C(N)=O)c1ccc2c(c1)OCCO2	103	108	-28	1.6	112	11	-10	10	1	9	-25
CCN1CCN(C(=S)NCc2ccc(C)cc2)CC1	100	98	nt	0.0	100	0	-12	11	1	7	-80
Cc1nnc(NC(=O)CCCCCN2C(=O)C3C4C=CC(C4)C3C2=O)s1 (stereo not given)	98	100	nt	0.2	98	0	-17	24	1	6	-25
O=C(CN1CCN(C(c2ccccc2)c2ccccc2)CC1)NC(=O)NCc1ccco1	103	104	nt	0.9	101	1	24	19	-2	20	-21
CC1=NN(C(=O)c2ccc(Cn3nc(C)cc3C)o2)C(O)(C(F)(F)F)C1 (stereo not given)	101	104	-14	0.5	103	1	0	24	-1	10	-12
CCOc1ccc(S(=O)(=O)Nc2ccc(S(=O)(=O)Nc3cc(OC)ccc3OC)cc2)cc1	102	101	-1	-0.1	106	0	9	9	0	12	-13
O=C(OCC(=O)c1ccc(Cl)s1)c1ccc2ccccc2n1	106	106	-22	-1.7	104	1	6	11	-2	12	-12
CCCC(c1nnnn1Cc1ccco1)N1CCN(c2ccccc2)CC1 (stereo not given)	102	107	-1	-0.5	111	-1	44	11	-2	13	-9
CCNC(=S)N/N=C(\C)c1cc2ccccc2o1	101	102	-6	0.0	97	70	15	10	-8	22	-47
NS(=O)(=O)c1ccc(CNC(=O)c2ccc(Cl)cc2[N+](=O)[O-])cc1	109	103	-15	-0.1	110	-2	9	7	0	13	-36
CC(NC(=O)c1ccco1)C1CCCO1 (stereo not given)	100	102	nt	0.1	102	1	-5	15	0	9	-31
CC1=C(C(=O)Nc2ccccc2C)C(c2ccccc2)NC(=O)N1 (stereo not given)	99	100	nt	0.2	99	2	8	14	-1	25	-1
Cc1cccnc1NC(=O)c1c(O)c2ccccc2n(C)c1=O	90	86	-13	0.3	85	3	-19	36	-1	4	-5
CC(C)(C)c1ccc(C(=O)Cn2nc(C(=O)O)c3ccccc3c2=O)cc1	102	101	15	nt	?	nt	11	nt	nt	4	-4
CCOC(=O)c1sc(NC(=O)CSc2nc(C)cc(-c3ccccc3)n2)c(C#N)c1C	88	91	-14	-0.4	126	-2	44	26	-11	4	22
N#CCCN1CCN(C2=NC(=O)/C(=C\c3cccs3)S2)CC1	101	101	1	0.5	104	6	2	17	nt	11	-14
CCC(NC(=O)C1CCC1)c1ccccc1 (stereo not given)	91	89	nt	0.2	95	0	-9	13	0	4	2
Cc1c(O)c(CN2CCCC2)cc2c1oc(=O)c1ccccc12	96	98	-17	0.4	98	1	23	50	-1	6	-19
Cc1cccc(N(Cc2nnc3n2CCCCC3)C(=O)Nc2ccccc2)c1	101	105	10	1.8	105	11	21	44	0	14	3
Cc1cc(C)nc(Nc2n[nH]c(C)n2)n1	101	102	2	0.4	98	1	-6	26	-3	11	-21
CC1(C)C(=O)OC(c2c3ccccc3cc3ccccc23)C(C)(C)C1=O (stereo not given)	95	90	-13	nt	?	nt	0	nt	nt	5	29
